# Screening data (PubChem)
# DAT uptake mod: modulates human dopamine transporter uptake under cocaine; LLC-PK1 hDAT cells, [14C]-dopamine uptake with cocaine IC80; actives deviate in either direction; B-score at 10 µM; 110,000 compounds, 1.3% hits; AID 449768;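 active = Z score or B-score, a plate-position-corrected score, falls beyond the plate's 99.7% confidence bounds, in either direction; inactive = both scores lie inside the 99.7% bounds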;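 also: scored against the spread of the other compound wells on the same plate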
# Target sequence (Q01959 whole entry, looked up): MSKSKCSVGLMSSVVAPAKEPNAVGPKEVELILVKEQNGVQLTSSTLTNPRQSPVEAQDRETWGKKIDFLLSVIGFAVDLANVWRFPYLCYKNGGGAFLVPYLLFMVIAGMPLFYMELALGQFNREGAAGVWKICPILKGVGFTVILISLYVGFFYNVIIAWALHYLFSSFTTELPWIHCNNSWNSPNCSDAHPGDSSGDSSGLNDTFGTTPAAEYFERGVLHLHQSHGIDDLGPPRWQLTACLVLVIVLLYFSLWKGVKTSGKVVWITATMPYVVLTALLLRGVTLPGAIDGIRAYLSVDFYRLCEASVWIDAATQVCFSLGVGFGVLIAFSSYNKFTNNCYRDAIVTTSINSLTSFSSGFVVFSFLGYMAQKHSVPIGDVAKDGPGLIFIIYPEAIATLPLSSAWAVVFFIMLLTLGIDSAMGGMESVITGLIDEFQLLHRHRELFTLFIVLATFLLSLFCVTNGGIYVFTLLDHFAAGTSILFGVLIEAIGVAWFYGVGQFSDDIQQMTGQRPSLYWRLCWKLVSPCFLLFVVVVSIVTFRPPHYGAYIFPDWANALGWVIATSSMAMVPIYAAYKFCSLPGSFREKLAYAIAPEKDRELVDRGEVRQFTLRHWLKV
# TNFa cytotox: toxic to HUVEC cells under TNF alpha stimulation. HUVEC TNFalpha-stimulated, Hoechst cell count, imaging. 93,000 compounds, 0.17% hits. cell count reduction, % at 2 µM. AID 848;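 active = cell count reduction exceeding the screen mean by over 5 SD, scaled to untreated wells per plate, cut at about 78% in these data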;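 also: cells counted after 24 h of TNF alpha exposure following the 1 h pretreatment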
# Candida biofilm: kills Candida albicans biofilms. C. albicans biofilm + clotrimazole, Alamar Blue. inhibition, % at 6 µM. 85,000 compounds, 0.14% hits. AID 834;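 active = inhibition above 20%; inactive = inhibition below 20%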;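 also: preformed 24 hr biofilms exposed to compound for 48 hr; 0% = biofilm without compound and 100% = blank killed by clotrimazole plus chlorhexidine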
# VCAM1 TNFa inh: reduces TNF alpha induced VCAM1 expression in HUVEC; HUVEC TNFa-induced VCAM-1 immunofluorescence, high-content imaging; inhibition, % at 2 µM; AID 802; 95,000 compounds, 0.48% hits;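 active = inhibition above the batch mean plus 3 SD, with images confirmed as a hit by eye, cut at about 37% in these data; inconclusive = inhibition above that limit but hit not confirmed in images; inactive = inhibition not above that limit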;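 also: 0% = TNF-stimulated DMSO wells and 100% = unstimulated control wells; not every result past the cut was called active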
# Smad3 inh: Smad3 (human) transcription factor binding inhibition | P84022 | TR-FRET Smad3/Dy647-FoxH1 peptide binding, europium anti-His | inhibition, % at 25 µM | 88,000 compounds, 0.29% hits | AID 630;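 active = compounds that reduce the energy-transfer binding signal between the protein and its labelled peptide by more than half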;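 also: 0% = Smad3 plus labelled peptide maximal FRET and 100% = peptide-only background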
# HUVEC tox IL1B: HUVEC cytotoxicity counter-screen, IL-1B stimulated. HUVEC cell count loss, Hoechst imaging. 94,000 compounds, 0.41% hits. AID 845. cell count reduction, % at 2 µM;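 active = cell count reduction more than 3 SD above the screen-wide mean, cut at about 70% in these data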;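 also: normalized per plate to untreated control cells as the no-loss baseline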
# F-actin modifier: modifiers of cytoskeleton assembly | AID 836 | inhibition, % at 2 µM | HUVEC TNFa F-actin phalloidin imaging, high content | 91,000 compounds, 0.18% hits;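 active = inhibition above the batch mean plus 3 SD and confirmed as a hit by visual image inspection, cut at about 30% in these data, passing the limit was not always enough; inconclusive = above the inhibition threshold but rejected on visual inspection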; also: strong numbers were not always called active
# PTPN22 inh 2: blocks human PTPN22 phosphatase activity; inhibition, % at 2 µM; Q9Y2R2; recombinant LYP catalytic domain, DiFMUP fluorescence; 96,000 compounds, 0.21% hits;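 active = inhibition at 2 µM at or above a set limit, the screen mean plus 3 SD, cut at about 24% in these data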;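 also: 0% = DMSO with enzyme and 100% = enzyme fully blocked by orthovanadate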
# MT1-MMP txn act: MT1-MMP promoter transcription activation. HT1080 MT1-MMP promoter luciferase reporter, luminescence, overnight; active compounds read high. activation factor at 10 µM. 86,000 compounds, 0.16% hits. AID 750;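 active = activation factor of at least 2 for MT1-MMP transcription at 10 µM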
# Numbers without * were called inactive; ? = inconclusive; · = not tested or not shown; [ ] = another dose, or the depositor's remark. The list is partial; rates above refer to the full screens.
SMILES,DAT uptake mod,TNFa cytotox,Candida biofilm,VCAM1 TNFa inh,Smad3 inh,HUVEC tox IL1B,F-actin modifier,PTPN22 inh 2,MT1-MMP txn act
CC1CCc2nn(CC(=O)NCc3ccco3)cc2C1 (stereo unspecified),0.67,·,5,·,1,·,·,·,1.2
O=C(NCc1ccco1)c1ccc2c(c1)C(=O)N(Cc1ccccc1)C2=O,-0.76,-3,6,9,12[fluorescence artefact?],6,7,4,1.2
COc1ccc(Cn2c(C3CC3)nc3ccc(NC(C)=O)cc3c2=O)cc1,0.42,-36,5,5,-3,-5,-10,-2,1.8
CC1Cc2nc(SCC(=O)Nc3ccc(F)cc3)n(C)c(=O)c2S1 (stereo unspecified),·,-13,8,-12,-1,-46,·,2,1.2
O=C(/C=C\Nc1ccccn1)c1ccc(Cl)cc1,0.11,-28,11,-26,-9,-26,28,4,·
CCOc1cc(-c2noc(CCC(=O)N3CCOCC3)n2)ccc1OC,2.7*,-9,5,6,-6,0,·,-4,1.2
O=C(CCN1CCCCC1)Nn1c(=S)[nH]c2ccccc2c1=O,-0.14,-10,8,-11,2,-4,6,-6,1.2
O=C(Nc1nc2ccc(S(=O)(=O)N3CCCC3)cc2s1)C1CCCCC1,·,-2,14,-6,0,-26,-4,16,1
Cc1ccc(CN(c2ccc(C(=O)N3CCCC3)cc2)S(C)(=O)=O)cc1,1.3,·,0,·,6,·,·,2,1.2
CCC(OC(=O)c1cccs1)C(=O)NCc1ccc2c(c1)OCO2 (stereo unspecified),-0.78,-13,·,2,·,-16,-4,-5,1.2
C/C(=N\O)C(C)/[N+]([O-])=C/c1nc(C)c(C)n1O (stereo unspecified),-0.76,1,-4,6,10,-16,-2,-4,0.9
Oc1ccccc1OCc1nc2ccccc2s1,1.3,10,2,2,4,-8,-48,-12,1.2
CCOC(=O)CNC(=O)CSc1nc(N)cc(N)n1,1.3,·,6,·,3,3,·,8,1.1
CN1CCN(c2ccc(S(=O)(=O)N3CCCCC3)cn2)CC1,1.1,-2,-4,16,6,7,-10,7,1
CCCOc1cccc(C(=O)N(Cc2cccs2)C2CCS(=O)(=O)C2)c1 (stereo unspecified),-0.46,10,15,4,-5,-36,-35,1,1.2
Cc1ccccc1Cn1nc(C)c(NC(=O)c2noc3c2CCc2ccccc2-3)c1C,1.1,-6,3,4,6,-3,0,3,1
CCOC(=O)Cc1csc(NC(=O)NC2(C(F)(F)F)Oc3ccccc3O2)n1,-0.43,-17,12,2,7,5,·,-1,1.1
COC(=O)c1[nH]c2ccc(Cl)cc2c1NC(=O)C1CC1,·,-7,·,-3,·,·,11,-2,1
Cc1ccc(C)c(NC(=O)c2nnn(Cc3ccccc3)c2N)c1,-0.96,-2,-4,-8,5,6,?,-3,1
CC(C)OC(=O)c1cc2c(ccn2C)n1CC(=O)N1CCC(Cc2ccccc2)CC1,2.2*,7,7,28,-4,-4,9,8,1
Cc1occc1C(=O)N1CCN(c2ncccn2)CC1,0.061,-18,0,22,4,-42,9,-1,1.2
Cc1ccc(NC(=O)COc2ccc(/C=N/NC(=O)CSCc3ccccc3)cc2)cc1,0.49,-10,·,11,·,-7,-19,18,·
O=C(CN1CCC(n2nnc3cc(F)ccc32)CC1)NCCc1ccccc1,0.19,-23,5,-5,4,-11,3,1,1.4
COc1ccc(C)cc1NC(=O)CSc1nnnn1Cc1ccccc1,0.45,1,4,1,-6,11,-16,-5,1
CCCSCCCNC(=O)Cn1cc2c(n1)CCC(C)C2 (stereo unspecified),-0.19,-1,6,-6,-6,-5,1,-11,1.1
Cc1ccc2c(c1)NCCO2,-0.61,-3,6,21,-2,-6,-9,0,1.4
O=c1ccn(Cc2ccccc2Cl)cc1,0.23,0,0,12,-6,-6,-10,4,1
CCOC(=O)c1c(C=O)c(C)n(Cc2ccc(C)cc2)c1C,1.8,-41,2,-6,6,16,15,22,1.1
Cc1ccccc1N(CC(=O)NCc1ccc2c(c1)OCO2)C(=O)CCC(=O)Nc1ccccn1,-0.2,-11,6,10,4,-24,-50,-4,1
CC(C)(C)NC(=O)CN(C(=O)CS(=O)CC(=O)Nc1ccc(F)cc1)c1ccc(Cl)cc1 (stereo unspecified),1.8,-13,-1,13,-13,3,2,-5,1.1
COCC(=O)NC1CCN(C(=O)NCc2ccccc2)CC1,0.0095,-5,8,0,4,-7,6,-3,1
CC(C)CCNC(=O)C1CCCCN1S(=O)(=O)c1ccc(F)cc1 (stereo unspecified),0.31,-36,8,17,18,-40,-7,4,1.2
O=C(CN1CC(=O)Oc2ccccc21)OCC(=O)c1ccc(Br)cc1,-0.095,-32,13,18,9,-7,14,-4,1.5
COc1ccc(S(=O)(=O)N2CCN(Cc3ccccc3)CC2)cc1,-1.2,9,-5,8,2,27,-29,3,1
Cc1nnc(NC(=O)Nc2cccc(Cl)c2)s1,0.26,15,1,3,-8,2,-20,16,1.5
O=c1c2ccccc2nnn1Cc1ccccn1,-1.3,-1,-2,-9,2,18,-3,6,1.2
Cc1ccc(NC(=O)CSc2nnc(-c3cnccn3)n2-c2ccccc2)cc1,-0.52,-1,·,15,·,10,-7,12,·
COc1cc(NC(=O)c2onc(C)c2Cl)c(OC)cc1Cl,0.19,·,10,·,-3,·,·,·,1.3
CCn1c(SCC(=O)Nc2nccs2)nnc1-c1ccncc1,0.84,-7,13,12,-6,0,-5,-3,1.2
Cc1cc2nnc(SC3CCOC3=O)n2c2ccccc12 (stereo unspecified),-0.17,·,5,·,-3,·,·,·,1.1
CN(C1CCCCC1)S(=O)(=O)c1ccc(S(=O)(=O)N2CCCC2)cc1,-1.4,-4,1,-13,-3,1,-1,9,1
Brc1cccc(-c2nnc3sc(CN4CCCCC4)cn23)c1,-0.35,-14,1,6,-4,12,25,-6,1
O=C(NC1CCCCC1)N1CCC(c2nc3ccccc3[nH]2)CC1,-1.3,-18,7,8,-8,-22,4,-6,1.2
Cn1nc(OC(=O)Nc2ccccc2)cc1C(F)(F)F,-0.051,29,0,3,-10,12,·,5,1.3
CCc1cccc(C)c1N(C(=O)Cn1c(COC)nc2ccccc21)C(C)COC (stereo unspecified),1.9,-20,5,5,5,31,-3,9,1
CC1CCN(S(=O)(=O)c2ccc(C(=O)NCc3ccc4c(c3)OCO4)cc2)CC1,-0.3,-14,8,4,4,4,13,-8,1.2

# Single records (already shown). Order of screens: DAT uptake mod	TNFa cytotox	Candida biofilm	VCAM1 TNFa inh	Smad3 inh	HUVEC tox IL1B	F-actin modifier	PTPN22 inh 2	MT1-MMP txn act
# O=C(CN1CC(=O)Oc2ccccc21)OCC(=O)c1ccc(Br)cc1 is listed as -0.095	-32	13	18	9	-7	14	-4	1.5
# CCc1cccc(C)c1N(C(=O)Cn1c(COC)nc2ccccc21)C(C)COC (stereo unspecified) is listed as 1.9	-20	5	5	5	31	-3	9	1
# CC(C)CCNC(=O)C1CCCCN1S(=O)(=O)c1ccc(F)cc1 (stereo unspecified) is listed as 0.31	-36	8	17	18	-40	-7	4	1.2
# CCn1c(SCC(=O)Nc2nccs2)nnc1-c1ccncc1 is listed as 0.84	-7	13	12	-6	0	-5	-3	1.2
# CN(C1CCCCC1)S(=O)(=O)c1ccc(S(=O)(=O)N2CCCC2)cc1 is listed as -1.4	-4	1	-13	-3	1	-1	9	1

# Among those listed so far, two have bromine.
SMILES,DAT uptake mod,TNFa cytotox,Candida biofilm,VCAM1 TNFa inh,Smad3 inh,HUVEC tox IL1B,F-actin modifier,PTPN22 inh 2,MT1-MMP txn act
O=C(CN1CC(=O)Oc2ccccc21)OCC(=O)c1ccc(Br)cc1,-0.095,-32,13,18,9,-7,14,-4,1.5
Brc1cccc(-c2nnc3sc(CN4CCCCC4)cn23)c1,-0.35,-14,1,6,-4,12,25,-6,1

# Printed as active in DAT uptake mod, of those listed so far:
structure	DAT uptake mod	VCAM1 TNFa inh	Smad3 inh	F-actin modifier	PTPN22 inh 2	MT1-MMP txn act
CCOc1cc(-c2noc(CCC(=O)N3CCOCC3)n2)ccc1OC	2.7*	6	-6	·	-4	1.2
CC(C)OC(=O)c1cc2c(ccn2C)n1CC(=O)N1CCC(Cc2ccccc2)CC1	2.2*	28	-4	9	8	1
